Screening data (PubChem)
MEX-5 binding – C. elegans MEX-5 TCR-2 RNA binding activity; Q9XUB2; MEX-5/FITC-TCR2 RNA binding, fluorescence polarization; active compounds read low; activity score (negative = inhibition of binding), % at 10 µM; actives 0.38% (n = 300,000); AID 1832;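 active = inhibition past about -25% in most replicates, and total fluorescence under double the plate's negative control median, limit read from the data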;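 also: 0% = DMSO and -100% = 5 µM competing unlabeled TCR2 RNA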
Fam108B inh – Fam108B inhibition, counter-screen for RBBP9 inhibitors; recombinant Fam108B, FP-Rh probe fluorescence polarization; inhibition, % at 9.51 µM; actives 0.33% (n = 300,000);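 active = inhibition above the screen mean inhibition plus 3 SD, computed separately per campaign, cut at about 18% in these data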;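 also: inhibitors lower polarization as less probe binds the enzyme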
Bcl-xL primary – blocks human Bcl-xL binding to Bim BH3 peptide; Q07817; AID 2129; GST-Bcl-xL / FITC-Bim BH3 peptide fluorescence polarization; inhibition, % at 10.9 µM; actives 0.7% (n = 320,000);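 active = inhibition above the mean of all tested compounds plus 3 SD, cutoff set per campaign, cut at about 30% in these data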;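 also: 0% = DMSO wells and 100% = unlabeled Bim-BH3 peptide competitor; inhibitors lower millipolarization by displacing the labeled peptide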
Target sequence (Q07817 whole entry, looked up): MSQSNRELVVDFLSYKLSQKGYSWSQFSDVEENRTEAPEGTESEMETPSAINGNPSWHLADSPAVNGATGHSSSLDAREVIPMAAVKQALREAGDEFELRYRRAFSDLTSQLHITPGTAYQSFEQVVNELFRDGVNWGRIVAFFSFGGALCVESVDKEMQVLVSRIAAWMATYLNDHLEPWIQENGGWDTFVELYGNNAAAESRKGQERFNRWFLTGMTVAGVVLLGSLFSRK
EBNA-1 inh – blocks EBNA-1 binding to DNA; inhibition, % at 14.8 µM; EBNA-1 DNA binding, fluorescence polarization; AID 1950; actives 0.34% (n = 300,000); in the data active = inhibition above about 28%
CR mimetic SO – yeast age-related superoxide inhibition as caloric restriction mimetic; S. cerevisiae aged cells, superoxide DHE fluorescence; active compounds read low; superoxide response (% of plate mean), % at 10 µM; actives 0.18% (n = 330,000);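 active = superoxide response under a set limit, about three screen SD below normal, cut at about 65% in these data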;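 also: yeast aged for seven days with compound at 30 °C before DHE staining; 100% = average MFI of all compound-treated wells on the plate with controls excluded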
ZTA DNA inh – counter-screen for EBNA-1 inhibitors: inhibitors of Epstein-Barr virus ZTA | actives 0.15% (n = 320,000) | inhibition, % at 11 µM | ZTA-DNA binding, fluorescence polarization; in the data active = inhibition above about 33%
Target sequence (P03206 whole entry, looked up): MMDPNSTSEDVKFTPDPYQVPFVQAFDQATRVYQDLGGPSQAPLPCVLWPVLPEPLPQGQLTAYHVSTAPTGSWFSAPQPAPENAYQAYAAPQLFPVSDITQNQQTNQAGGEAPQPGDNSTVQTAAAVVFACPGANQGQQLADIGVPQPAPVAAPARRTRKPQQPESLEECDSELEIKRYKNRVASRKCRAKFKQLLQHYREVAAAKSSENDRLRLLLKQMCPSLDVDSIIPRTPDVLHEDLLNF
GLD-1 TGE inh – GLD-1-TGE RNA interaction inhibition (C. elegans); purified GLD-1 + fluorescein TGE RNA, fluorescence polarization; actives 0.44% (n = 320,000); Q17339; AID 2280; inhibition, % at 5.96 µM;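 active = percent inhibition above a per-plate cutoff, the plate mean of test compounds plus 3 SD, cut at about 30% in these data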;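 also: 0% = DMSO wells with GLD-1 and probe and 100% = wells lacking GLD-1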
MCL1 BIM primary – inhibitors of human MCL1 binding to BIM-BH3 peptide; Q07820; GST-MCL1 / FITC-Bim-BH3 fluorescence polarization; inhibition, % at 10.9 µM; actives 0.68% (n = 320,000);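 active = inhibition above the mean inhibition of all tested compounds plus 3 SD, set per campaign, cut at about 40% in these data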;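 also: 0% = DMSO wells and 100% = unlabeled Bim-BH3 peptide control; higher means more loss of mP so more displacement of Bim peptide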
Target sequence (Q07820 whole entry, looked up): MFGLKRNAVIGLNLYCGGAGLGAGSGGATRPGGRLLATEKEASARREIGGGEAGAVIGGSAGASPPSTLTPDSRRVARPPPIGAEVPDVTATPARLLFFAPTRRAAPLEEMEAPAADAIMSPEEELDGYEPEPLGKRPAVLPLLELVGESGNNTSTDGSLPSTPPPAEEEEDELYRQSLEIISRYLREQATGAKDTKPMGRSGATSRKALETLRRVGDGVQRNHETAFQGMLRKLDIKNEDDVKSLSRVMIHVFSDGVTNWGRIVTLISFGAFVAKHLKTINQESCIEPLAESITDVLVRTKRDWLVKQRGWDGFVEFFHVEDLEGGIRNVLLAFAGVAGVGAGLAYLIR
Efflux pump mplx – blocks antifungal efflux pumps in multiplex yeast assay | inhibition, % at 10 µM | S. cerevisiae Candida pump triplex, Nile Red efflux | actives 0.44% (n = 330,000);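 active = plate passing quality check with inhibition over a set limit, or well fluorescence over plate mean plus 4 SD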;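 also: Nile Red retained in pooled yeast measured as flow cytometry median fluorescence; 0% = buffer negative control and 100% = Enniatin B positive control; higher means more Nile Red kept so more efflux inhibition; some compounds called inactive have numbers as strong as hits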
The depositor's hits bear a star; · = not tested or not shown.

The line under a structure holds: Fam108B inh, Bcl-xL primary, Efflux pump mplx, EBNA-1 inh, GLD-1 TGE inh, MCL1 BIM primary, CR mimetic SO, MEX-5 binding, ZTA DNA inh
> CC(C)C(=O)N1CCN(c2nc3ccc(Cl)cc3s2)CC1
    1.0, 7.6, 0.1, 9.9, 4.8, -3.5, 137.2, -3.0, 4.0
> O=C(CN(c1ccc(F)cc1)S(=O)(=O)c1ccc2c(c1)OCCO2)Nc1cccnc1
    -1.8, 8.9, -0.3, -3.6, -4.9, 4.7, 101.1, 0.6, 11.9
> O=C(CSc1ccccc1)Nc1ccccc1N1CCOCC1
    -3.2, 9.9, 0.0, -0.3, -4.8, 6.0, 93.2, -0.1, 13.0
> Cc1ccc[n+](C(C)C(=O)Nc2ccc(C)c(C)c2)c1 (configuration not stated)
    0.6, -4.0, 0.0, 7.9, 2.2, -4.4, 110.0, -2.0, -8.0
> O=C(Nc1ccc(NC(=O)C2CCCN2C(=O)OCc2ccccc2)cc1)c1ccco1 (configuration not stated)
    1.0, 4.6, 0.2, -5.4, 0.6, -7.3, 111.2, -0.4, -10.1
> CCN(c1ccccc1)S(=O)(=O)c1ccc(Cl)c(NC(=O)CN2CCN(C)CC2)c1
    ·, -12.3, -0.1, ·, 1.4, -24.7, 79.9, ·, -3.6
> COc1ccc(-c2nc3ccccc3c(=O)n2CC(C)C)cc1
    -0.5, 0.6, 0.1, -1.5, -1.5, -4.0, 105.5, 0.1, -6.5
> Cc1cc(NC(=O)c2ccccc2Cl)no1
    -1.2, 4.1, -0.1, -3.8, -3.5, 0.5, 100.8, 0.2, 3.8
> COc1ccc(NC(=O)CCNC(=O)Cn2cnc3sc4c(c3c2=O)CCCC4)cc1OC
    -0.6, -3.2, 0.1, -13.4, 1.8, -6.4, 103.8, -1.1, 0.4
> O=C(COC(=O)Cn1cnc2ccccc2c1=O)Nc1ccc2c(c1)OCO2
    4.7, -3.8, -0.1, 5.0, -7.2, 4.1, 87.0, 0.2, -9.5
> CCC1(c2ccc(F)cc2)NC(=O)N(CC(=O)N2CCOCC2)C1=O (configuration not stated)
    1.5, -0.1, 0.0, -1.7, -6.2, -3.5, 116.4, 1.8, 3.0
> Cc1ccc(NC(=S)N2CCN(C(=O)C3CCCO3)CC2)c(C)c1 (configuration not stated)
    -1.5, 10.3, 0.0, 1.3, 2.8, 9.4, 106.6, 0.9, 8.4
> CC(=O)N/C(=N\OCc1ccc(Br)cc1)c1nonc1NC(C)=O
    -8.6, -0.1, 1.6, 0.6, -1.0, -11.4, 120.0, 0.9, 7.0
> COC(=O)c1c(NC(=O)c2c(-c3ccccc3Cl)noc2C)sc2c1CCC2
    -5.8, -7.2, 0.5, -2.0, -2.2, -10.7, 101.8, -2.2, 8.2
> CC(=O)N(CCC(Cc1ccccc1)c1ccc2c(c1)OCO2)Cc1ccc(Cl)cc1 (configuration not stated)
    -0.3, 6.2, -0.1, -2.0, -1.1, 3.3, 91.8, 0.6, 21.1
> CC12COC3(C(=O)NCCc4ccccc4)CC1CCC32C (configuration not stated)
    3.0, -2.6, 1.2, -1.1, 1.5, -0.4, 97.1, 1.3, 5.7
> COc1ccc2nnc(-c3ccccc3)n2n1
    -5.4, 1.5, -0.1, -19.3, -1.3, -3.0, 116.0, -2.9, -12.1
> O=C(COC(=O)Cc1cccs1)Nc1ccccc1
    -3.2, 0.3, 0.2, -1.8, 0.8, -2.4, 103.9, 1.7, 14.4
> O=C1CCC([N+](=O)[O-])C(c2ccccc2Cl)N1 (configuration not stated)
    2.1, 0.6, 0.0, -0.7, -2.3, 0.5, 92.1, 0.6, -18.4
> C/C(=N\NC(=O)c1ccc(Br)cc1)c1cccc(NC(=O)c2cccnc2)c1
    0.2, 1.2, -0.1, 7.2, 0.8, -1.4, 78.3, -2.5, -4.0
> COc1ccc2nc(/C=N/NC(=O)[C@@H]3CCCN3C(=O)OC(C)(C)C)ccc2c1
    3.2, -4.6, -0.1, 4.8, -11.5, 0.5, 106.5, 5.5, 1.8
> C=CCn1c(CNC(=O)c2cccs2)nnc1SCc1ccc(Cl)cc1Cl
    0.3, 1.1, -7.4, 10.3, 15.3, 2.8, 95.1, 1.4, 0.0
> COc1ccccc1CN1C[C@@H]2C[C@@H](c3[nH]c4c(C)cccc4c3C)N3CCC[C@@]23C1=O
    -0.3, 2.7, -0.1, 3.3, 0.4, 6.4, 96.5, -3.0, 5.9
> Cc1cc(NC(=O)CCC(=O)N(CC2CCCO2)C(C(=O)NC2CCCC2)c2cccnc2)no1 (configuration not stated)
    -3.6, -0.6, -0.1, -7.0, 0.1, -4.0, 91.4, 1.3, -10.4
> COc1cc(NC(=O)c2ccccc2NS(=O)(=O)c2ccc(Cl)s2)cc(OC)c1
    -2.7, 2.0, 0.0, 11.2, 4.3, 7.0, 104.1, 3.1, 17.2
> O=C(N/N=C/c1cc(Cl)ccc1O)c1ccncc1
    -2.5, 6.7, -0.1, 2.6, 14.8, 15.1, 101.1, -5.1, 6.6
> CCOc1ccccc1N(CC(=O)NCCSCc1ccco1)S(=O)(=O)c1ccccc1
    -4.6, 4.8, -0.2, 10.1, 3.2, -6.6, 114.5, 0.5, 5.2
> CC(=O)Nc1ccc(OC(=O)c2c(-c3ccccc3Cl)noc2C)cc1
    0.7, 5.6, 0.4, 6.6, 6.3, -1.7, 105.7, 0.0, -16.5
> CCc1cccc(N(C(=O)c2csnn2)C(C(=O)NC2CCCCC2)c2cccnc2)c1 (configuration not stated)
    2.0, 1.0, 0.1, 8.5, 4.7, 7.1, 124.8, 2.6, -7.2
> COCCNc1nnc(SCC(=O)c2c[nH]c3ccccc23)s1
    5.7, 4.2, -0.2, 10.5, 1.1, 2.2, 93.6, -0.7, 16.0
> COc1ccc(-c2cc(C(=O)N3CCN(c4ccc(F)cc4)CC3)no2)cc1OC
    -0.9, -0.2, -0.1, 8.3, 2.0, -3.8, 92.3, 0.1, 21.1
> CC1CCc2sc(NC(=O)c3ccc(N4C(=O)CCC4=O)cc3)c(C(N)=O)c2C1 (configuration not stated)
    2.7, -1.4, 0.0, 3.2, 6.6, 0.1, 100.5, -0.2, 13.9
> N=C(N)N1CCc2ccccc2C1
    3.2, -1.3, 0.0, 1.2, 0.6, 0.4, 98.0, -1.1, -6.1
> Cc1ccc(C(O)CCc2ccc(N)cc2)cc1 (configuration not stated)
    5.4, 9.4, -0.1, -5.4, 1.0, 7.2, 83.2, 2.2, -13.3
> Cc1ccc(N=Cc2c(C)[nH]n(-c3ccccc3)c2=O)nc1
    -1.4, 4.9, -0.1, -10.3, -6.6, 2.3, 91.2, -3.7, -1.3
> CS(=O)(=O)N1CCN(C(=O)c2ccccc2)C1
    -2.3, -7.0, 0.2, 2.8, 3.9, -3.7, 79.8, -2.7, -1.5
> CC(C)NS(=O)(=O)c1ccc(NC(=O)Cc2ccsc2)cc1
    0.3, 5.1, 0.2, 4.3, -1.0, 10.8, 73.4, -2.6, 4.2
> Cc1nc(=S)c2ccccc2[nH]1
    0.7, -1.7, 0.2, -10.8, -7.2, -0.1, 126.0, -1.4, -6.1
> CN(CCCn1c(=S)[nH]c2ncccc2c1=O)Cc1ccccc1
    -5.1, -3.8, 0.1, -15.4, -3.6, -8.8, 122.4, 2.6, 0.0
> Cc1cccc(C(=O)N2CCCC(N3CCN(Cc4ccc5c(c4)OCO5)CC3)C2)n1 (configuration not stated)
    2.5, 3.8, 0.2, -9.3, 4.3, 3.2, 104.1, -1.3, -0.1
> CCOC(=O)c1c(NC(=O)c2cccs2)sc(CC)c1-c1cccs1
    -3.0, 1.0, -0.2, 7.0, 6.5, 3.0, 116.0, 1.1, 6.0
> O=c1n(Cc2ccc(F)cc2)nc2n1-c1ccccc1SC2
    -2.0, 7.6, -0.1, 5.3, 9.7, 13.6, 94.3, 1.9, -10.9
> Cc1cc2ncn(CCOc3ccccc3)c2cc1C
    1.5, 3.1, 0.0, 4.0, 5.5, -0.4, 95.5, 2.6, -4.8
> O=C(O)C1CCCCC1C(=O)Nc1ccc(-c2ccccc2)cc1 (configuration not stated)
    -0.9, 1.6, -0.1, -0.7, 6.1, -1.2, 98.1, 0.9, 8.6
> Cc1cc(C(=O)N2CCc3c([nH]c4ccccc34)C2c2cccc(Cl)c2)nn1C (configuration not stated)
    -6.9, 6.8, 0.1, -9.1, 2.5, 1.3, 96.5, 4.5, -3.3

Just Bcl-xL primary and GLD-1 TGE inh, for 2 of the compounds above:
canonical_smiles,Bcl-xL primary,GLD-1 TGE inh
O=C(O)C1CCCCC1C(=O)Nc1ccc(-c2ccccc2)cc1 (configuration not stated),1.6,6.1
Cc1cc(C(=O)N2CCc3c([nH]c4ccccc34)C2c2cccc(Cl)c2)nn1C (configuration not stated),6.8,2.5

Further results
The line under a structure holds: Fam108B inh, Bcl-xL primary, Efflux pump mplx, EBNA-1 inh, GLD-1 TGE inh, MCL1 BIM primary, CR mimetic SO, MEX-5 binding, ZTA DNA inh
> CCOC(=O)/C(C#N)=C/c1ccc(N2CCN(C)CC2)cc1
    3.3, 1.4, 0.2, 3.0, 7.9, -2.3, 95.3, 5.2, 8.7
> COc1cc(/C=C/C(=O)OCC(=O)NCCN2C(=O)CSC2=O)ccc1OCC#N
    ·, -1.4, 0.0, ·, 3.5, 5.3, 116.8, ·, 13.6
> O=C(CN1CCN(S(=O)(=O)c2ccc(Cl)c(Cl)c2)CC1)N1CCCCC1
    ·, -6.9, -0.1, ·, 3.2, -1.4, 112.5, ·, -15.0
> CC(C)(C)C1CCc2c(sc(NC(=O)c3cccs3)c2C(N)=O)C1 (configuration not stated)
    -3.5, -1.9, 0.0, -3.8, 6.7, 7.5, 113.6, 2.7, 9.2
> O=C(NNc1cccc(Cl)c1)c1cccnc1Oc1ccccc1
    -2.4, 7.6, -0.1, 2.6, 1.9, -1.0, 104.7, -0.3, -14.0
> CCN(CC)c1ccc(C=C2C(=O)OC(c3ccccc3)OC2=O)cc1 (configuration not stated)
    1.1, -5.8, 0.0, -9.4, -4.1, -18.1, 100.2, 1.6, -3.8
> Cc1ccc(C)c(NC(=O)CN(C)C(=O)c2cc3c(s2)CCCCC3)c1
    1.5, 0.8, 0.1, -1.7, 9.4, 4.9, 100.8, -3.2, -6.5
> CC(C)(C)N1C(=O)c2ccccc2NC(=O)N1Cc1ccccc1
    4.4, 3.8, 0.0, -4.7, 8.0, 2.3, 96.8, 1.7, -26.8
> O=C(CCN1CCOCC1)Nc1c(-c2ccccc2)c2cc(Br)ccc2[nH]c1=O
    1.3, 2.9, 0.3, -5.1, 2.6, 3.0, 94.8, ·, -10.7
> Cn1c(SC2=CS(=O)(=O)c3ccccc32)nc2ccccc21
    1.4, 0.7, 0.1, -11.2, 4.3, -0.9, 105.5, -2.7, 6.7
> Cc1ccc(N2C(=O)c3ccccc3C(C)(C)C2=O)cc1
    1.8, 11.9, -0.1, -0.9, 4.9, -6.9, 102.5, -1.6, -9.9
> O=C(c1ccc(COc2ccccc2Cl)o1)N1CCN(c2ccccc2)CC1
    3.0, -0.6, 0.1, -6.1, 2.7, 3.5, 110.0, -1.9, 4.8
> COc1ccc2c(c1O)Cc1ccccc1C2=O
    2.2, 22.6, 0.0, 0.2, 8.8, 21.4, 104.0, -6.5, -0.4
> CS(=O)(=O)n1nc(OC(=O)c2cccc3ccccc23)cc1N
    1.5, -0.6, -0.2, 7.5, -5.9, -1.2, 120.1, -1.2, -7.3
> C/C(=N/NC(=O)c1cc2ccccc2cc1O)C1C(=O)c2ccccc2C1=O
    75.1*, 13.5, 0.1, 11.5, 0.3, 40.9*, 97.2, 2.0, -0.2

Not a hit list. About 2.3% of those tested had a hit in this group.
